High-throughput results deposited in PubChem by several laboratories.
p-CIP stab down – p/CIP protein destabilization; F442A p/CIP-EGFP cells, EGFP fluorescence, 16 h; actives 0.01% (n = 290,000); decrease of EGFP signal, % at 10 µM; AID 1984; Q05BA5;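 active = EGFP signal decrease of at least 30% at 10 µM or well 3 SD below plate mean, unless failing retest; inactive = the rest, including hits failing retest or dose response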; also: some compounds called inactive have numbers as strong as hits; many of its hits are not listed in these tables
IDE cell activ – IDE (human) activation, cell-based | P14735 | HEK cells, FAbeta-B cleavage, fluorescence polarization; 0% vehicle, 100% cell-free pure enzyme wells | activation, % at 5.96 µM | actives 0.073% (n = 340,000) | AID 493087;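 active = activation above the mean of all tested compounds plus 3 SD, set per screening campaign, cut at about 17% in these data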
IDE cell inh – inhibits human insulin-degrading enzyme in HEK cells | actives 0.41% (n = 320,000) | AID 434962 | inhibition, % at 5.59 µM | FAbetaB cleavage, fluorescence polarization;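 active = percent inhibition above the average of all tested compounds plus 3 SD, set per screening campaign, cut at about 16% in these data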;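 also: IDE supplied by intact live HEK cells; FP after avidin binding of uncleaved biotin substrate so inhibition keeps polarization high; 0% = DMSO wells and 100% = 60 µM reference IDE inhibitor Ii1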
M4 PAM – CHRM4 positive allosteric modulation. P08173. CHO-K1 hM4/Gqi5, Fluo-8 calcium fluorescence, ACh EC20; 0% = ACh EC20, 100% = maximal ACh. activation, % at 3 µM. actives 0.4% (n = 360,000);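 active = activation above its plate's cutoff, the mean activation of sample wells plus 3 SD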; also: some results filed as inactive read as strong as hits
PHOSPHO1 block – inhibitors of human PHOSPHO1 phosphatase | inhibition, % at 13.3 µM | actives 1.1% (n = 290,000) | AID 1565 | recombinant PHOSPHO1, absorbance phosphatase assay | Q8TCT1; in the data active = inhibition above about 60%
Target sequence (Q8TCT1 whole entry, looked up): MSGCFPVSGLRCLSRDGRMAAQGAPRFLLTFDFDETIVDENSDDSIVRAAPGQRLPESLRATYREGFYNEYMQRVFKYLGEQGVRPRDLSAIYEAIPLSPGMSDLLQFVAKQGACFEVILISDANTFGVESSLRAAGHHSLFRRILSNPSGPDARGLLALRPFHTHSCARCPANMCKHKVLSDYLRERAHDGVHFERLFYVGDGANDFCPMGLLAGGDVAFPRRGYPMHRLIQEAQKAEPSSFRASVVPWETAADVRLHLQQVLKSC
CRFR2-BP antag – blocks CRF-induced signaling of the CRF-BP/CRF-R2 complex; HEK293 CRF-R2/CRF-BP, CRF-induced calcium fluorescence; inhibition, % at 11.8 µM; actives 0.59% (n = 350,000);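 active = inhibition of the ligand-induced calcium signal above about 50% at the single tested concentration, limit read from the data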
GalR3 antag – human GalR3 antagonism | O60755 | HEK293 GalR3-CNG cAMP membrane potential fluorescence; galR3 body fused to GalR1 C-terminus | inhibition, % at 3 µM | actives 0.44% (n = 360,000) | AID 651719;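 active = inhibition above the screen-wide average plus 3 SD, cut at about 13% in these data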;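 also: forskolin and galanin both at EC90 stimulate the cells; cAMP rise reported by CNG channel membrane potential dye signal; 0% = forskolin plus galanin with DMSO and 100% = forskolin alone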
CRFR2-BP ag – CRF-BP/CRF-R2 complex agonism | HEK293 CRF-R2/CRF-BP, calcium dye fluorescence (FLIPR); percent of saturating CRF peptide response | activation, % at 13.2 µM | actives 0.46% (n = 350,000) | AID 588473;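 active = activation of at least 50%, plus an integration ratio under a set limit after plate pattern correction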;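 also: plate controls were neutral control wells without compound for no effect and CRF at EC100 for full effect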
MEKK3 PB1 HTS – raises or lowers MEK5 binding to the human MEKK3 PB1 domain. binding response (% of control), % at 10 µM. actives 1.4% (n = 290,000). AID 1529. bead-based flow cytometry, Alexa488-MEK5 binding to MEKK3; actives lie on both sides; 0 = blocked by unlabeled MEK5, 100 = vehicle. Q99759;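 active = binding response more than 3 SD above or below the average of its plate-row segment, actives on both sides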;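 also: Alexa488 bead fluorescence after subtracting the streptavidin-only scavenger bead signal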
Target sequence (Q99759 whole entry, looked up, the tested form may be a part): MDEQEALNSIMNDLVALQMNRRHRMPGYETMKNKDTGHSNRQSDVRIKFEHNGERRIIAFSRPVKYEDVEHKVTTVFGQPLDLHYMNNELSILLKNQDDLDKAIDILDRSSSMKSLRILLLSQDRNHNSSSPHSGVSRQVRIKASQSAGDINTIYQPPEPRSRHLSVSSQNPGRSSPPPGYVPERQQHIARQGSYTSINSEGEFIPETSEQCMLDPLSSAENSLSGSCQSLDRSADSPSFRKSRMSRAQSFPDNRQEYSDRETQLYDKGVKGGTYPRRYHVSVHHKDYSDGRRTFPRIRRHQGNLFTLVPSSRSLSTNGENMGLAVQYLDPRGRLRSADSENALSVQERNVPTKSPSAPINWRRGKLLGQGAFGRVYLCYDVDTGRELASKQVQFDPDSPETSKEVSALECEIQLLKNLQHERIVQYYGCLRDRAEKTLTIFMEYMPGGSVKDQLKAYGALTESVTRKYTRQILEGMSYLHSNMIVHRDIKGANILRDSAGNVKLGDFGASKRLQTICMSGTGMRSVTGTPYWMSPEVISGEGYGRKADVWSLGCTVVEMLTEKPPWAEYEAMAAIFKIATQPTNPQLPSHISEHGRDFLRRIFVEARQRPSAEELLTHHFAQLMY
* hit, by the source's call; nt = not tested or not shown; [ ] = dose if it differs, or a comment. Compounds as they come; about 4.2% have a hit in one of these screens.

no.	SMILES	p-CIP stab down	IDE cell activ	IDE cell inh	M4 PAM	PHOSPHO1 block
1	COc1ccccc1-c1cc(C(F)(F)F)n2ncc(S(=O)(=O)c3ccccc3)c2n1	-4	5	7	6	-10
2	Cc1nc(NC(=O)CN2CCN(c3ccccc3F)CC2)sc1C(=O)N(C)C	84	10	2	0	nt
3	Cc1cc(NC(=O)c2cccc(F)c2)ncc1NC(=O)c1ccco1	-3	-2	2	1	-14
4	Cc1noc(/C=C/N(C)C)c1S(=O)(=O)N1CCCC(C(=O)NCc2ccco2)C1 (configuration not stated)	-11	5	1	-1	-3
5	O=C(c1cccc(F)c1)N1C2C=CC(C2)C1(C(F)(F)F)C(F)(F)F (configuration not stated)	-3	6	5	-1	-18
6	O=c1c([N+](=O)[O-])cc(C(F)(F)F)cn1Cc1c(Cl)cccc1Cl	-22	1	-7	11	15
7	O=C(O)c1ccc(N/N=C/c2cccc3cccnc23)cc1	-5	2	-7	6	19
8	CCC1CCCCN1CCNC(=O)C1CCN(S(=O)(=O)c2c(C)noc2C)CC1 (configuration not stated)	-1	8	3	-13	-9
9	COC(=O)c1c(C(=O)OC)c(-c2ccccc2)n2c1CS(=O)C2 (configuration not stated)	-4	4	4	-7	0
10	CC(C)CNC(=O)c1cc([N+](=O)[O-])ccc1N1CCCCC1	-1	-3	6	-3	-11
11	O=C(NCc1ccccc1)C1=C[C@@H](c2ccc(Br)cc2)C[C@@H](OCCCCO)O1	-4	3	-3	9	24
12	CCn1c(=N)n(CC(=O)OC)c2ccccc21	-3	-4	1	2	11
13	CSc1ccc(C#N)cc1NC(=O)c1ccc(Cl)nc1	-10	4	0	-1	38
14	Cc1cc([N+](=O)[O-])cc(/C=N\NC(=O)C2COc3ccccc3O2)c1O (configuration not stated)	1	3	2	6	20
15	COC(=O)c1ccc2ccn(CC(=O)NC(C)C)c2c1	4	-3	-2	-2	12

no.	CRFR2-BP antag	GalR3 antag	CRFR2-BP ag	MEKK3 PB1 HTS
1	16	-7	2.0	105
2	7	-12	-0.8	104
3	3	-1	-0.3	105
4	9	nt	1.7	103
5	-24	-4	3.8	101
6	-19	-4	-0.7	nt
7	-2	-6	-0.1	108
8	-11	-3	2.0	97
9	-10	2	-0.4	104
10	11	-7	-6.4	104
11	-5	-7	-1.9	98
12	-11	-1	0.2	97
13	-3	-5	0.2	110
14	23	13	-1.2	103
15	1	-4	0.2	101

(listing goes on)
no.	SMILES	p-CIP stab down	IDE cell activ	IDE cell inh	M4 PAM	PHOSPHO1 block
16	COC(=O)c1ccc(NC(=O)Nc2cccc(F)c2)cc1	-3	2	6	-12	6
17	N#Cc1cc(S(=O)(=O)c2ccc(Cl)cc2)c(N)[nH]c1=O	0	-1	-5	0	-17
18	Cn1cc(C[C@H](NC(=O)OC(C)(C)C)C(=O)N[C@@H](CO)Cc2ccccc2)c2ccccc21	nt	0	2	-3	nt
19	CC(OC(=O)C1CCN(S(=O)(=O)c2ccc(Cl)cc2)CC1)C(=O)N1CCc2ccccc21 (configuration not stated)	-4	-6	8	-2	-29
20	CCOC(=O)c1cccc(NC(=O)CSc2nnnn2CC)c1	2	3	5	2	15
21	CC(C)c1ccc2occ(-c3nn[nH]n3)c(=O)c2c1	-9	4	-4	1	-2
22	NS(=O)(=O)OCC1CCCCC1	4	1	-1	5	4
23	Cc1cc(C(=O)COC(=O)/C=C/c2cccc(F)c2)c(C)n1C	2	7	0	0	-4
24	CC(C)(C)c1cc(N)n(-c2ccc(C(=O)O)cc2)n1	-13	1	0	-2	6
25	CC(=O)c1cc(-c2nc3ccccc3n2C)n(C)c1	-5	4	2	2	-7
26	CCOP(=O)(OCC)C(Nc1ccccn1)c1ccccc1 (configuration not stated)	4	6	-4	14	3
27	O=C(NCC1(c2ccccc2)CCCC1)c1ccccc1	1	4	-7	8	-7
28	CCOCCCN(C(=O)Cn1nnc(-c2ccc(OC)c(OC)c2)n1)C(C(=O)NCC1CCCO1)c1ccc(F)cc1 (configuration not stated)	0	-3	-3	-4	36
29	COc1ccc(NC(=O)CCCCCN2C(=O)[C@@H]3Cc4ccccc4CN3C2=O)cc1Cl	-11	4	1	-11	21
30	COc1ccccc1OCc1ccc(C(=O)NCc2ccco2)o1	-15	-3	-1	9	6

no.	CRFR2-BP antag	GalR3 antag	CRFR2-BP ag	MEKK3 PB1 HTS
16	32	-8	21	103
17	4	-4	-0.7	101
18	0	-10	-2.0	101
19	23	-3	14	93
20	7	-2	2.2	100
21	9	-6	-0.3	87
22	2	1	-3.8	105
23	26	0	-1.6	95
24	-14	1	0.1	123
25	0	-4	-1.4	107
26	-11	-11	1.5	135*
27	-10	-2	-0.1	99
28	7	-5	-4.4	101
29	-8	-7	-1.7	97
30	8	-8	-0.4	90

MEKK3 PB1 HTS: entries above that show a hit
no.	SMILES	p-CIP stab down	IDE cell activ	IDE cell inh	M4 PAM	PHOSPHO1 block
26	CCOP(=O)(OCC)C(Nc1ccccn1)c1ccccc1 (configuration not stated)	4	6	-4	14	3

no.	CRFR2-BP antag	GalR3 antag	CRFR2-BP ag	MEKK3 PB1 HTS
26	-11	-11	1.5	135*

(continued)
no.	SMILES	p-CIP stab down	IDE cell activ	IDE cell inh	M4 PAM	PHOSPHO1 block
31	COc1cccc(C(=O)Nc2ccc(NC(C)=O)cn2)c1	2	-1	8	0	-29
32	CCc1ccc(S(=O)(=O)Nc2cc3c(cc2N2CCOCC2)n(C)c(=O)c(=O)n3C)cc1	10	5	1	-7	7
33	Nc1cc(N)cc(-c2nc3ccccc3[nH]2)c1	-19	-3	-1	9	-14
34	CCOC(=O)c1c(C)n(C)c2ccc(O)c(CN(C)C)c12	2	4	4	1	21
35	CCC(=O)N1CCN(CCN=CC2=C(O)CC(c3ccc(OC)cc3)CC2=O)CC1 (configuration not stated)	2	3	-3	10	1
36	NS(=O)(=O)c1ccc(CCNCc2cc(Cl)ccc2OCc2ccccc2)cc1	-16	-2	-1	-10	34
37	CC1Cc2cc(S(=O)(=O)N3CCC(C(=O)N(C)Cc4ccccc4)CC3)ccc2N1C(=O)C1CC1 (configuration not stated)	-3	4	-7	-5	32
38	O=C(NC1CCCCC1)C(c1cccnc1)N(C(=O)c1csnn1)c1ccccc1F (configuration not stated)	5	-1	9	5	14
39	CCN(CC)CC(O)c1ccc2ccc3ccc(O)cc3c2c1 (configuration not stated)	nt	1	nt	-4	nt
40	CC(C)(C)OC(=O)N1CCc2onc(-c3ccc(Cl)cc3)c2C1=O	nt	nt	nt	3	nt
41	CCOc1ccc(OCC)c(NC(=O)CC2Oc3ccc(C)cc3NC2=O)c1 (configuration not stated)	3	-1	-1	-7	1
42	COc1ccccc1NC(=O)N(Cc1ccccc1)C1=NCC(C)S1 (configuration not stated)	-1	7	-3	7	6
43	C=CCOc1c(Cl)cc(C2NC(=O)NC(C)=C2C(=O)OC)cc1Cl (configuration not stated)	-6	2	0	9	-14
44	COc1ccc(Cc2nnc(SCC(=O)Nc3ccc(C)c(Cl)c3)[nH]c2=O)cc1	nt	3	-1	-4	nt
45	O=C(Nc1ccc(Cl)cc1)NC1CCCCC1Cc1ccco1 (configuration not stated)	6	3	-1	-13	-21

no.	CRFR2-BP antag	GalR3 antag	CRFR2-BP ag	MEKK3 PB1 HTS
31	12	-2	-2.1	98
32	14	-7	-1.6	102
33	-4	1	0.2	96
34	-8	-10	-1.7	98
35	3	-6	-2.7	90
36	-3	-5	-2.1	108
37	27	-7	-0.7	101
38	0	-5	0.4	103
39	5	-4	1.2	nt
40	12	-4	-0.2	nt
41	9	2	-0.9	101
42	-2	-1	11	103
43	1	10	0.5	97
44	6	-3	-1.2	nt
45	21	-5	-2.1	69*[inhibitor]

Among those listed so far, these have an NH in an aromatic ring:
no.	SMILES	p-CIP stab down	IDE cell activ	IDE cell inh	M4 PAM	PHOSPHO1 block
17	N#Cc1cc(S(=O)(=O)c2ccc(Cl)cc2)c(N)[nH]c1=O	0	-1	-5	0	-17
21	CC(C)c1ccc2occ(-c3nn[nH]n3)c(=O)c2c1	-9	4	-4	1	-2
33	Nc1cc(N)cc(-c2nc3ccccc3[nH]2)c1	-19	-3	-1	9	-14
44	COc1ccc(Cc2nnc(SCC(=O)Nc3ccc(C)c(Cl)c3)[nH]c2=O)cc1	nt	3	-1	-4	nt

no.	CRFR2-BP antag	GalR3 antag	CRFR2-BP ag	MEKK3 PB1 HTS
17	4	-4	-0.7	101
21	9	-6	-0.3	87
33	-4	1	0.2	96
44	6	-3	-1.2	nt

Other records:
no.	SMILES	p-CIP stab down	IDE cell activ	IDE cell inh	M4 PAM	PHOSPHO1 block
46	COc1cc2c(cc1OC)C(=S)NC1(CCCC1)C2	2	4	-1	-3	0
47	O=C(c1ccccc1)c1ccccc1	nt	-1	1	6	nt
48	CCCCCC1CC(CC(=O)Nc2nncs2)C(=O)O1 (configuration not stated)	-2	-2	6	4	4
49	COc1ccc(NC(=O)c2cc(F)cc(F)c2)cc1S(=O)(=O)N1CCCCC1	nt	0	7	5	nt
50	O=C(NCC(c1cccs1)N1CCOCC1)c1cc(-c2ccc(F)cc2)nc2ccccc12 (configuration not stated)	-2	-1	1	-1	53
51	Cc1ccc(CSCCC(=O)NCCc2ccc(Cl)cc2)cc1	-6	4	-2	-3	2
52	CCOc1ccc(CN(C(=O)c2ccccn2)c2ccc(OC)c(Cl)c2)cc1	-4	4	-2	-5	-148
53	CCOC(=O)CSc1nnnn1-c1cc(OC)c(Cl)cc1OC	11	1	-3	-2	0
54	O=C1c2ccccc2NC(c2cccc(Cl)c2)N1N=C1CCCCCC1 (configuration not stated)	-6	-1	-3	3	28
55	CCCC(C)C(=O)Nc1ccc(S(=O)(=O)N2CCCC2)cc1 (configuration not stated)	-4	-1	3	0	29
56	CCOC(=O)c1cc2c(=Cc3ccc(N(C)C)cc3)c3ccccc3n2[n+]1C	nt	-5	nt	4	nt
57	Cc1ccc(CNC(=O)CN(c2ccc(Cl)cc2)S(C)(=O)=O)cc1	0	1	3	-7	36

no.	CRFR2-BP antag	GalR3 antag	CRFR2-BP ag	MEKK3 PB1 HTS
46	1	-2	-3.3	71
47	19	2	-0.4	nt
48	15	-3	-2.7	86
49	13	-4	-1.1	nt
50	0	0	-1.1	99
51	23	-5	1.6	127
52	4	-9	0.3	97
53	4	3	-1.7	108
54	-16	-2	0.4	107
55	-17	-10	-0.2	102
56	-32	-1	-2.9	nt
57	-9	-12	-1.2	102

Full records, looked up by structure. Order of values: p-CIP stab down	IDE cell activ	IDE cell inh	M4 PAM	PHOSPHO1 block	CRFR2-BP antag	GalR3 antag	CRFR2-BP ag	MEKK3 PB1 HTS
`CC(=O)c1cc(-c2nc3ccccc3n2C)n(C)c1` in the list: -5	4	2	2	-7	0	-4	-1.4	107
`CCOC(=O)c1cc2c(=Cc3ccc(N(C)C)cc3)c3ccccc3n2[n+]1C` in the list: nt	-5	nt	4	nt	-32	-1	-2.9	nt
`O=C(O)c1ccc(N/N=C/c2cccc3cccnc23)cc1` in the list: -5	2	-7	6	19	-2	-6	-0.1	108
